CCHFV vOTU inh = CCHFV vOTU protease inhibition | Pep-AMC fluorescence | inhibition, % at 11.5 µM | 0.55% of 370,000 active | AID 651958; in the data active = inhibition above about 30%; also: 0% = vehicle wells with enzyme and 100% = no enzyme wells
BoNT F protease = BoNT F light chain protease inhibition. Multiplex microsphere protease cleavage assay, flow cytometry. inhibition, % at 10 µM. 0.22% of 360,000 active. AID 588497; in the data active = inhibition above about 35%, passing the limit was not always enough; inconclusive = no clear call, values can overlap the other calls; also: plate controls were buffer without enzyme for full effect and enzyme alone for no effect
Anthrax LF prot = blocks Bacillus anthracis lethal factor protease | P15917 | multiplex microsphere protease cleavage assay, LF | inhibition, % at 10 µM | 0.12% of 360,000 active | AID 588501; also: plate controls were buffer without enzyme for full effect and enzyme alone for no effect
Yp Topo-I inh = inhibitors of Yersinia pestis topoisomerase I; activity, % at 10 µM; 0.064% of 360,000 active; Y. pestis Topo-I cleavage product accumulation, plate reader; in the data active = activity above about 50%, passing the limit was not always enough; inconclusive = no clear call, values can overlap the other calls; also: inactives centre near 2
PrPC TRFRET = cell surface PrPC inhibition, primary TR-FRET screen | inhibition, % at 13.8 µM | 0.43% of 370,000 active | AID 720596 | TR-FRET read-out | P04156; in the data active = inhibition above about 24%; also: 0% = median of the test wells and 100% = reference compound wells
TcdB inh = TcdB glycohydrolase inhibition; TcdB glycohydrolase enzymatic assay, plate reader; inhibition, % at 9.99 µM; 0.24% of 350,000 active; P18177; in the data active = inhibition above about 10%
PfHsp40 rescue = rescue of PfHsp40-mediated yeast toxicity; growth rescue, % at 12.5 µM; AID 504582; 0.68% of 340,000 active; S. cerevisiae expressing PfHsp40, growth rescue, ATP luminescence; in the data active = growth rescue above about 28%, passing the limit was not always enough; inconclusive = no clear call, values can overlap the other calls;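 also: yeast W303a lacking pdr1 and pdr3 grown in galactose medium; growth measured after three days at 30 °C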
BoNT A protease = inhibitors of Botulinum neurotoxin A light chain protease. multiplex microsphere protease substrate cleavage, flow cytometry. inhibition, % at 10 µM. 0.17% of 360,000 active; also: plate controls were buffer without enzyme for full effect and enzyme alone for no effect
FadD28 FP inh = M. tuberculosis FadD28 bisubstrate binding inhibition; FadD28 bisubstrate probe binding, fluorescence polarization; inhibition, % at 12.5 µM; 0.22% of 360,000 active; in the data active = inhibition above about 8.5%, passing the limit was not always enough; inconclusive = no clear call, values can overlap the other calls
* marks the source's active call; other numbers are inactive results; ? = inconclusive; · = not tested or not shown. Rule as the data show it, unless noted: active = inhibition above about 30%; inconclusive = no clear call, values can overlap the other calls; inactive = below that. Rows are unselected; any-hit rate near 2.3%.

SMILES	CCHFV vOTU inh	BoNT F protease	Anthrax LF prot	Yp Topo-I inh	PrPC TRFRET	TcdB inh	PfHsp40 rescue	BoNT A protease	FadD28 FP inh
CN(CCCC(=O)NC1CC(C)(C)NC(C)(C)C1)S(=O)(=O)c1ccc([N+](=O)[O-])cc1	-7	0	6	-3	-45	-0.2	-0.2	0.1	0.2
O=C(O)c1ccc(/C=N/O)cc1	0	-2	-1	0	-5	0.3	-0.1	-0.4	-1.0
CC1(OC(=O)CCc2ccccc2)C(=O)C=C2C=C(c3ccc(C#N)cc3)N(C3CC3)C=C2C1=O (stereo not given)	13	-24	-15	-6	-16	-1.1	0.3	4.0	-1.0
CC(=O)Nc1ccccc1OCC(=O)NCC(F)(F)F	2	-7	-5	7	3	1.4	0.4	1.1	0.3
O=C1NCC2=C1C(c1ccccc1)Nc1ccccc1N2 (stereo not given)	7	-6	-3	-3	-16	·	-1.1	-0.3	4.4
Cc1cccc(NC(=O)CN2CCOCC2)c1C	-7	·	·	-1	-7	0.6	1.3	·	-1.1
O=C(Cc1ccc(F)cc1)N1CCC2(CC1)NCCc1[nH]cnc12	-1	4	0	4	5	-0.4	1.4	1.5	2.0
O=C(NCC1CCCN(C(=O)c2cc(Cl)ccc2F)C1)c1ccc(F)cc1 (stereo not given)	-7	4	5	-6	4	-4.8	0.1	-0.7	1.1
CN(C)C(CNC(=O)c1cccc(S(=O)(=O)N(C)C)c1)c1ccccc1 (stereo not given)	1	-18	0	-1	-3	·	-0.1	-0.2	-2.4
Cc1cccc2sc(N(CCCN(C)C)C(=O)c3ccc(Cl)s3)nc12	4	-12	-6	4	6	-7.2	1.3	-1.5	-5.7

Record cards (already shown). Order of screens: CCHFV vOTU inh | BoNT F protease | Anthrax LF prot | Yp Topo-I inh | PrPC TRFRET | TcdB inh | PfHsp40 rescue | BoNT A protease | FadD28 FP inh
Record of CC(=O)Nc1ccccc1OCC(=O)NCC(F)(F)F → 2 | -7 | -5 | 7 | 3 | 1.4 | 0.4 | 1.1 | 0.3
Record of CN(C)C(CNC(=O)c1cccc(S(=O)(=O)N(C)C)c1)c1ccccc1 (stereo not given) → 1 | -18 | 0 | -1 | -3 | · | -0.1 | -0.2 | -2.4

The list continues.
SMILES	CCHFV vOTU inh	BoNT F protease	Anthrax LF prot	Yp Topo-I inh	PrPC TRFRET	TcdB inh	PfHsp40 rescue	BoNT A protease	FadD28 FP inh
CCCCN1C(=O)C(CC(=O)NCCc2ccccn2)CC(C(=O)N(C)C)=C1C (stereo not given)	18	4	-5	-8	5	0.8	·	0.2	0.3
Cc1ccc(NC(=O)Cn2ccc([N+](=O)[O-])n2)cc1C	-3	-5	11	1	-9	1.3	0.5	-0.6	-1.4
O=C(COC(=O)C1CCCN1C(=O)c1cccs1)Nc1ccc2c(c1)OCO2 (stereo not given)	0	-6	0	-11	7	·	-0.4	0.3	-3.6
CC(=O)N1CCN(C(=O)c2cc(S(=O)(=O)N3CCN(c4ccccc4)CC3)ccc2Cl)CC1	-5	2	4	21	0	-6.2	?	0.5	-4.5
COc1ccccc1-c1cc(C(F)(F)F)nc(S(=O)(=O)CCCC(=O)NCc2ccc(F)cc2)n1	-4	-2	-5	4	4	1.7	0.4	0.3	-1.3
O=C(Oc1nsnc1N1CCOCC1)c1ccccc1	-16	-5	-3	3	1	-10	-1.2	-0.2	0.7
N#Cc1ccccc1NC(=O)CSc1n[nH]c(-c2ccco2)n1	5	1	-4	-1	1	-1.6	0.0	1.7	-0.9
CCCOC(=O)CN1C(=O)c2ccccc2C1=O	-5	8	3	-4	1	·	0.5	-0.1	-2.2
Cc1sc2ncnc(OCc3nnc(-c4cccs4)o3)c2c1C	2	-5	-2	9	9	0.0	-0.6	0.2	-1.5
CSc1sc(C(=O)NNC(C)=O)c2c1C=CCC2	2	·	·	-2	4	-0.4	·	·	-1.4
CN(C)S(=O)(=O)c1cccc(NC(=O)CCc2nc3sc4c(c3c(=O)[nH]2)CCCC4)c1	14	4	-7	17	9	0.5	-0.8	0.2	-1.9
CCC(CC)NC(=O)c1cccc(Oc2ccccc2)c1	1	-2	-1	-1	3	-0.5	0.8	-0.4	0.5
CC(C)Cn1c(SCC(=O)Nc2cccc(S(N)(=O)=O)c2)nc2ccccc2c1=O	-10	-5	-2	-6	8	-0.2	-2.0	-0.7	-5.5
CCCCSc1nn[nH]n1	-7	-8	0	8	-2	1.0	-0.8	0.4	-0.8
O=C(CN1N=C(c2ccccc2)CCC1=O)NCc1ccccc1	-8	-1	0	6	-3	1.5	-0.6	-0.1	-0.3
O=C(Nc1ccc(CN2CCOCC2)cc1)c1cccc(-c2cc3ccccc3oc2=O)c1	-14	-2	-5	-9	-15	-0.4	0.3	0.3	-0.1
Cc1cccc(-n2ncc3c(N4CCOCC4)ncnc32)c1	7	-11	-10	5	10	-8.9	-2.2	-0.3	-3.4
O=C(c1ccc(Cl)nc1)N1CCc2ccccc2C1	-8	-1	-5	3	-7	·	0.5	-0.2	-3.6
Nc1nccc(N2CCCCC2)n1	1	4	-3	5	6	1.0	·	-0.4	-1.5
COc1ccccc1NC(=O)c1ccccc1N(Cc1ccccc1)S(C)(=O)=O	4	?	-2	9	-6	1.4	-1.2	?	-2.5
CCCN(CC(=O)Nc1ccccc1C)C(=O)c1cccc(S(=O)(=O)N2CCc3ccccc3C2)c1	7	-16	-6	8	13	1.0	1.4	-3.5	-4.0
NC(=O)C1CCN(c2nc3ccccc3nc2NS(=O)(=O)c2ccc(Br)cc2)CC1	12	2	-7	4	-6	-0.2	-1.3	0.3	-0.4
Cc1ccc(-c2nc3ncccn3c2NC2CCCCC2)o1	-13	15	3	6	-1	·	-0.8	0.5	-3.5
O=c1cc(CSc2nnc(COc3ccccc3Cl)o2)nc2sccn12	12	2	-3	0	-3	0.9	-0.1	0.3	-3.9
Cc1ccc(-n2c(-c3ccc([N+](=O)[O-])cc3)nc3ccccc3c2=O)cc1	6	0	0	-2	-28	0.7	1.8	-0.5	-2.0
CCCCC(CC)C(=O)Nc1ccc(C#N)cc1 (stereo not given)	-7	-8	-3	-5	2	·	-0.7	-1.1	-3.4
CCOC(=O)c1c(C)n(CC(O)CN(CC)CC)c2cc(Br)c(OC)cc12 (stereo not given)	-8	-8	0	-1	-3	-1.1	-0.6	-1.7	-1.0
COc1ccc2oc3cc(C)[n+]([O-])c(-c4ccc(Cl)cc4)c3c2c1	-28	30	10	6	-3	·	0.2	2.7	2.2
CCOc1ccccc1N(C(=O)c1snc(C(N)=O)c1N)C(CC)C(=O)NC1CCCC1 (stereo not given)	-17	2	-7	10	-5	0.1	1.7	-0.1	-2.1
Cc1cc(C)c2nc(C(F)(F)F)nc(NCCCN3CCOCC3)c2c1	2	2	-18	5	6	·	-0.9	-0.3	-9.2
CCN1C(=O)/C(=C\N2CCN(c3cccc(Cl)c3)CC2)SC1=S	-6	13	6	3	-10	·	0.1	0.4	0.4
O=C1c2ccccc2C(=O)N1OCCOCCOCCON1C(=O)c2ccccc2C1=O	23	-2	1	4	-3	·	-0.1	0.0	0.8
CC(C)C(=O)N/N=C/c1ccc(OCc2ccccc2)cc1	11	-36	-1	10	-1	·	2.0	-0.1	-0.9
COc1ccc(S(=O)(=O)NC2CCCC2)cc1Cl	22	-8	6	2	2	-1.8	-1.1	-0.1	-1.2
CCCc1nc2c(C)cc(Br)cn2c1Cc1cccc(F)c1	7	-13	-1	·	-5	0.9	·	1.1	-9.2
CCCCOc1ccc(-c2nnn(C(C)C(=O)OCC)n2)cc1 (stereo not given)	7	-4	-1	40	-6	·	3.0	-0.8	5.8
CC(=O)c1c(NC(=O)c2ccccc2)[nH]c(-c2ccccc2)nc1=S	14	0	2	-12	8	-2.7	0.8	0.7	-1.8
O=C(CCCN1C(=O)c2ccccc2C1=O)Nc1cccc(S(=O)(=O)NC2=NCCC2)c1	-7	3	-4	6	-3	-0.5	-0.4	0.7	-3.4
CC(=O)N=C1SC2CS(=O)(=O)CC2N1c1cccc(Cl)c1Cl (stereo not given)	1	?	-9	2	-9	·	-0.9	0.2	1.6
COC(=O)c1ccc(NC(=O)C(=O)N2CCN(C(=S)Nc3cccc(C)c3C)CC2)cc1	-11	-1	-1	12	1	·	-0.5	0.0	1.0
COCCNC(=S)Nc1ccc(S(=O)(=O)Nc2cnc3ccccc3n2)cc1	8	6	3	1	-6	1.1	-1.1	1.2	-5.5
CC(=O)N1c2c(cc(Br)cc2S(=O)(=O)NCc2cccnc2)CC1C (stereo not given)	-1	9	7	6	3	·	-0.2	1.2	-0.9
CCOC(=O)N1CCC(N(CCN(C)C)C(=S)Nc2ccccc2OC)CC1	10	-2	-3	-15	-4	0.4	-0.7	-0.6	-1.8
COc1ccc(OC)c(/C=N/NC(=O)CCCC(=O)Nc2cccc(Br)c2)c1	-43	-9	-5	4	4	3.7	1.4	-1.0	-2.9
CSc1nc2ccsc2c(=O)n1-c1cccnc1	-9	1	-5	5	4	1.6	-0.7	-0.4	-1.8
CC(C)Oc1cccc(C(=O)Nc2ccccc2N2CCOCC2)c1	7	11	7	10	-1	·	1.2	1.5	-0.5
O=C(O)c1ccccc1C(=O)NNc1ccc(Cl)cc1	1	25	-2	1	10	·	12	1.0	1.5
COC(=O)c1ccccc1Sc1c(/C=N/OCc2ccc(Cl)cc2)c(C(F)(F)F)nn1C	4	-2	-7	11	-4	·	-1.3	0.1	-0.6
CCC(C)[C@H]1CNCCN1CC1(c2ccccc2)CC1 (stereo not given in full)	17	-4	2	0	-1	-5.2	-0.5	-0.4	-2.3
CN1CCC(=NNC(=O)C(=O)Nc2ccc(F)cc2)CC1	-12	0	-1	-2	6	0.2	-0.7	0.0	-0.7

3 compounds from above, showing only BoNT A protease:
smiles	BoNT A protease
COc1ccc(OC)c(/C=N/NC(=O)CCCC(=O)Nc2cccc(Br)c2)c1	-1.0
COCCNC(=S)Nc1ccc(S(=O)(=O)Nc2cnc3ccccc3n2)cc1	1.2
CC(=O)N1c2c(cc(Br)cc2S(=O)(=O)NCc2cccnc2)CC1C (stereo not given)	1.2

The listing picks up with the 5 entries that preceded the break.
SMILES	CCHFV vOTU inh	BoNT F protease	Anthrax LF prot	Yp Topo-I inh	PrPC TRFRET	TcdB inh	PfHsp40 rescue	BoNT A protease	FadD28 FP inh
CC(C)Oc1cccc(C(=O)Nc2ccccc2N2CCOCC2)c1	7	11	7	10	-1	·	1.2	1.5	-0.5
O=C(O)c1ccccc1C(=O)NNc1ccc(Cl)cc1	1	25	-2	1	10	·	12	1.0	1.5
COC(=O)c1ccccc1Sc1c(/C=N/OCc2ccc(Cl)cc2)c(C(F)(F)F)nn1C	4	-2	-7	11	-4	·	-1.3	0.1	-0.6
CCC(C)[C@H]1CNCCN1CC1(c2ccccc2)CC1 (stereo not given in full)	17	-4	2	0	-1	-5.2	-0.5	-0.4	-2.3
CN1CCC(=NNC(=O)C(=O)Nc2ccc(F)cc2)CC1	-12	0	-1	-2	6	0.2	-0.7	0.0	-0.7
O=C(NCCc1c[nH]c2ccccc12)c1ccc([N+](=O)[O-])o1	-2	-8	-5	-6	-1	1.0	·	-0.1	-3.1
Cc1cccc(C(=O)NC2CC(C)(C)NC(C)(C)C2)c1	-4	-5	-4	1	-3	·	-1.2	0.1	-0.4
NNC(=O)CN1C(c2ccccc2Br)=Nc2ccc(Br)cc2C1c1ccccc1 (stereo not given)	-21	-12	0	6	-3	·	0.4	0.2	-1.7
CCCOc1ccc(N2C(=O)CC(N(CCc3ccc(OC)cc3)C(=O)c3cccc(F)c3)C2=O)cc1 (stereo not given)	10	3	0	-15	4	·	-0.5	0.5	0.6
CC(c1ccco1)N(C(=O)Nc1ccc(Cl)cc1)c1ccccn1 (stereo not given)	9	-9	3	-7	1	·	2.4	-0.9	-1.4

Screening data: PubChem, several laboratories
